Compound activity deposited in PubChem by National Center for Advancing Translational Sciences (NCATS).
Abeta rescue: A-beta toxicity reversal in yeast. Potency, µM (series often up to 46.1 µM), for the others: at the top dose growth rescue, usual class: activators. 0.063% of 410,000 active. yeast expressing A-beta42, growth rescue, OD600, 48 h; response scale: 0% DMSO, 100% iron-clioquinol control. AID 1347071; also: potency is read from the fitted curve at half-maximal effect; nearly all actives have a fitted effect of over 55% in size
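Yeast growth medium received pinned compounds, then yeast cells expressing toxic A-beta were added; plates incubated at 30 C for 48 hr. Growth read as absorbance at 600 nm, normalized to DMSO and equimolar FeCl3 plus clioquinol controls.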
CCT modulator: modulators of cytosolic chaperonin (CCT/TRiC) activity; purified chaperonin ATPase assay, HTRF ADP detection, 30 min; activity change, % (no concentration beside the values), hits read low; 0.3% of 360,000 active; AID 651819; in the data active = activity change below about -30%; also: % is scaled to controls: 0 for no effect and ±100 for the full control effect
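We incubate TRiC, 40 or 20 nM final, with library compounds at 76 uM and 10 uM ATP for 30 min at 37 °C. ADP formed is detected with Transcreener HTRF reagents after 30 min at room temperature.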
Akt phos inh: blocks phosphorylation of Akt; Neuro2A IGF-stimulated pAkt S473 HTRF, 20 min; active compounds read low; activity change, % for hits at 50 µM; 0.32% of 360,000 active; in the data active = activity change below about -80%; inconclusive = mostly about -51% to -80%; also: % is scaled to controls: 0 for no effect and ±100 for the full control effect
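Neuro2A cells (4,500/well, DMEM with 0.5% FBS) were treated with compound at a single 50 µM final concentration, stimulated with 6 nM IGF for 20 min at 37 °C, and lysed. Phospho-Akt Ser473 was read by HTRF as 665/615 ratio ×10^4.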
TGFb inhibitor: blocks TGF-b signaling; HepG2 CAGA-GFP TGF-b/SMAD3 reporter, GFP fluorescence, 18 h; TGF-beta stimulated, 500 pg/mL final; Potency, µM (highest dose often 46.1 µM), inactives show top-dose activity, negative = inhibition, actives largely listed as inhibitors; 1.2% of 410,000 active; also: potency is read from the fitted curve at half-maximal effect; % is scaled to controls: 0 for no effect and ±100 for the full control effect; nearly all actives have a fitted effect of over 65% in size
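Smad-responsive CAGA-GFP expression was quantified in HEPG2 cells exposed to compounds and 500 pg/mL final TGF-beta for 18 h at 37 degrees C; unstimulated wells defined full inhibition.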
Nrf2 inh: inhibitors of Nrf2 signaling | A549 ARE-Fluc reporter, luciferase luminescence, 18-24 h | 2.1% of 360,000 active | Potency, µM (top dose mostly 46 µM), without a hit: top-dose activity change, negative = inhibition, actives largely listed as inhibitors | AID 504444; also: potency is read from the fitted curve at half-maximal effect; % is scaled to controls: 0 for no effect and ±100 for the full control effect; nearly all actives have a fitted effect of over 60% in size
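Cells were seeded and rested 2 h, then exposed to compounds for 18-24 h. CellTiter-Fluor was read first as a viability measure. BugLite was added 15 min before the final luminescent read of ARE-luciferase activity in A549 cells.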
Nrf2 ARE act: activates Nrf2 signaling; AREc32 ARE-luciferase reporter (MCF7-derived line), luminescence, 24 h; Potency, µM (doses to about 46.1 µM), without a hit: top-dose activation, most hits filed as activators; 0.31% of 410,000 active; also: potency is read from the fitted curve at half-maximal effect; % of control where 0% means no effect; nearly all actives have a fitted effect of over 65% in size
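ARE-driven firefly luciferase activity in AREc32 cells measured after a 24 hr compound exposure at 37 deg C, using Steady-Glo reagent and a 30 min room-temperature hold.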
HepG2 tox: counter-screen for TGF-b inhibitors: cytotoxicity in HepG2 cells; HepG2 CAGA-GFP viability, ATP luminescence, 18 h; Potency, µM (top dose mostly 46.1 µM), inactives show at the top dose activity change, negative = cytotoxicity, hits mostly cytotoxic; 0.76% of 410,000 active; also: potency is read from the fitted curve at half-maximal effect; some results filed as inactive show a strong effect at the top dose
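CellTiter-Glo luminescence gave cytotoxicity after 18 hours at 37 degrees C. The cells were HepG2 CAGA-GFP in 1% FBS DMEM, stimulated with 500 pg/mL TGF-beta after compound addition. %Activity was normalised to no-cell wells (complete cell-killing) and DMSO (no toxicity), and curves were fitted and classified.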
Mm-Cpn inhibitor: M. maripaludis TRiC chaperonin inhibition; purified Mm-Cpn ATPase, ADP Transcreener TR-FRET; AID 504842; 0.031% of 330,000 active; Potency, µM (titrated, usually from 76.9 µM), without a hit: top-dose activity, negative = inhibition, hits mostly inhibitors; also: potency is read from the fitted curve at half-maximal effect; % is scaled to controls: 0 for no effect and ±100 for the full control effect; nearly all actives have a fitted effect of over 80% in size
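Compound-treated chaperonin, 25 nM final, turns over 10 uM ATP at 37°C for 30 min following a 10 min preincubation; ADP generated competes with ADP-d2 for Eu-cryptate antibody, lowering FRET.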
A549 viability: counter-screen for Nrf2 inhibitors: cytotoxicity in A549 cells | 0.16% of 390,000 active | Potency, µM (top dose mostly 46 µM), inactives show at the highest dose activity change, negative = cytotoxicity, usual class: inhibitors | AID 504648 | A549 ARE-Fluc cells, CellTiter-Fluor viability, 18-24 h; also: potency is read from the fitted curve at half-maximal effect; % is scaled to controls: 0 for no effect and ±100 for the full control effect
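A549 ARE_Fluc cells in 5% FBS OPTI-MEM were exposed to compounds in concentration-response for 18-24 h at 37 deg C. Viability was read by CellTiter-Fluor fluorescence (Ex 405/Em 525) after 30 min, before the luciferase read.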
Numbers without * were called inactive; [ ] = remark or other dose. Unless noted, calls follow the shape of the dose curve; as a rule, active = well fitted curve in the direction sought with a large enough effect; inconclusive = small, poorly fitted or top-dose-only effect, or another doubt; inactive = no such curve, though single readings can be large; an effect the other way counts as inactive or inconclusive.

How did COC(=O)c1ccc(COc2cc([N+](=O)[O-])cc3cccnc23)cc1 do in these assays?
Abeta rescue: -10%; CCT modulator: -0.4; Akt phos inh: inactive; TGFb inhibitor: -19%; Nrf2 inh: 14%; Nrf2 ARE act: 0.3%; HepG2 tox: 1%; Mm-Cpn inhibitor: -4%; A549 viability: 5%

Results for COc1ccccc1C1=NOC(COC(=O)c2ccc(Br)cc2)C1 (centres undefined) ?
Abeta rescue: -2%; CCT modulator: -2.3; Akt phos inh: inactive; TGFb inhibitor: -7%; Nrf2 inh: 9%; Nrf2 ARE act: -0.5%; HepG2 tox: -8%; Mm-Cpn inhibitor: -1%; A549 viability: 1%

Results for CCn1c(=O)c2cc(C(=O)N(C)c3cc(Cl)c(OC)cc3OC)sc2c2ccccc21 ?
Abeta rescue: -22%; TGFb inhibitor: -9%; Nrf2 inh: 19%; Nrf2 ARE act: -0.8%; HepG2 tox: 1%; A549 viability: 1%

What do the screens show for `Cc1nn(-c2ccccc2)c(C)c1C(=O)OCC(=O)N(C)c1ccccc1`?
Abeta rescue: -6%; CCT modulator: -0.4; Akt phos inh: inactive; TGFb inhibitor: 2%; Nrf2 inh: -19%; Nrf2 ARE act: 2.6%; HepG2 tox: -20%; Mm-Cpn inhibitor: 1%; A549 viability: -1%

How did O=C(Nc1ccccc1)N(CCN1CCOCC1)Cc1ccccc1F do in these assays?
Abeta rescue: 5%; CCT modulator: -0.6; Akt phos inh: inactive; TGFb inhibitor: -2%; Nrf2 inh: inconclusive; Nrf2 ARE act: 2.2%; HepG2 tox: 0%; Mm-Cpn inhibitor: 0%; A549 viability: 2%

How did Cc1ccc(C)c(Sc2ccc(S(=O)(=O)Nc3ccc(C(=O)O)cc3)cc2)c1 do in these assays?
Abeta rescue: -4%; CCT modulator: -0.4; Akt phos inh: inactive; TGFb inhibitor: inconclusive; Nrf2 inh: 8%; Nrf2 ARE act: -0.8%; HepG2 tox: -18%; Mm-Cpn inhibitor: -2%; A549 viability: 2%

Results for COC(=O)c1cc[n+](CC(=O)c2ccccc2)cc1 ?
Abeta rescue: 8%; CCT modulator: -0.6; Akt phos inh: inactive; TGFb inhibitor: -4%; Nrf2 inh: 3%; Nrf2 ARE act: 0.3%; HepG2 tox: -2%; Mm-Cpn inhibitor: -1%; A549 viability: -15%

How did CN1CCN(/N=C/c2nc(-c3ccccc3Cl)n3ccccc23)CC1 do in these assays?
Abeta rescue: 1%; CCT modulator: -1.0; Akt phos inh: inactive; TGFb inhibitor: -6%; Nrf2 inh: 4%; Nrf2 ARE act: 2.7%; HepG2 tox: 9%; Mm-Cpn inhibitor: -2%; A549 viability: -1%

What do the screens show for `Cc1cc(C)c2cc(CN(CCO)C(=O)Nc3ccc(F)cc3)c(=O)[nH]c2c1`?
Abeta rescue: inconclusive; CCT modulator: 1.7; Akt phos inh: inactive; TGFb inhibitor: -5%; Nrf2 inh: 1%; Nrf2 ARE act: 3.0%; HepG2 tox: -24%; Mm-Cpn inhibitor: -2%; A549 viability: 2%

How did Cc1ccnc(NC(=O)c2ccc3c(c2)C(=O)N(CC2CCCO2)C3=O)c1 (centres undefined) do in these assays?
Abeta rescue: -10%; CCT modulator: -2.2; Akt phos inh: inactive; TGFb inhibitor: -8%; Nrf2 inh: 18%; Nrf2 ARE act: -1.0%; HepG2 tox: 3%; Mm-Cpn inhibitor: 5%; A549 viability: 0%

How did Cc1ccc(NC2=C/C(=N/S(=O)(=O)c3cccs3)c3ccccc3C2=O)cc1C do in these assays?
Abeta rescue: -7%; CCT modulator: 3.0; Akt phos inh: inactive; TGFb inhibitor: -16%; Nrf2 inh: 7%; Nrf2 ARE act: -0.5%; HepG2 tox: -15%; Mm-Cpn inhibitor: 3%; A549 viability: -3%

What do the screens show for `CCN(CC)S(=O)(=O)c1ccc(-c2nnc(SCC(=O)N3c4ccccc4CC3C)n2CC)cc1` (centres undefined)?
Abeta rescue: 1%; CCT modulator: 0.9; Akt phos inh: inactive; TGFb inhibitor: inconclusive; Nrf2 inh: inconclusive; Nrf2 ARE act: 0.1%; HepG2 tox: 4%; Mm-Cpn inhibitor: -1%; A549 viability: 6%

How did COc1cccc(NC(=O)CN(C)C(=O)CSC(=S)N2CCCC2)c1 do in these assays?
Abeta rescue: 7%; CCT modulator: -0.7; Akt phos inh: inactive; TGFb inhibitor: 1%; Nrf2 inh: -27%; Nrf2 ARE act: -0.3%; HepG2 tox: -1%; Mm-Cpn inhibitor: 1%; A549 viability: 3%

How did C(=Nn1cnnc1)c1ccc2c(c1)CCC2 do in these assays?
Abeta rescue: -21%; CCT modulator: -2.3; Akt phos inh: inactive; TGFb inhibitor: -2%; Nrf2 ARE act: -0.2%; HepG2 tox: -7%

How did CCOc1ccc(Nc2c3ccccc3nc3ccccc23)cc1 do in these assays?
Abeta rescue: -2%; CCT modulator: -7.8; Akt phos inh: inactive; TGFb inhibitor: inconclusive; Nrf2 inh: -29%; Nrf2 ARE act: 4.5%; HepG2 tox: -53%; Mm-Cpn inhibitor: -1%; A549 viability: inconclusive

How did O=S(=O)(NCCc1ccncc1)c1cc(Br)ccc1F do in these assays?
Abeta rescue: 27%; CCT modulator: -3.0; Akt phos inh: inactive; TGFb inhibitor: 0%; Nrf2 inh: -9%; Nrf2 ARE act: 0.6%; HepG2 tox: -4%; Mm-Cpn inhibitor: 0%; A549 viability: 4%

How did Cc1cc(C(C#N)c2ccccc2)n2ncnc2n1 (centres undefined) do in these assays?
Abeta rescue: -9%; CCT modulator: 0.7; Akt phos inh: inactive; TGFb inhibitor: -6%; Nrf2 inh: -30%; Nrf2 ARE act: -0.7%; HepG2 tox: -14%; Mm-Cpn inhibitor: 0%; A549 viability: -15%

What do the screens show for `Cc1ccc(C)c(NC(=O)NCc2ccc3c(c2)CCN3C(=O)c2ccccc2)c1`?
Abeta rescue: -14%; TGFb inhibitor: -3%; Nrf2 ARE act: -0.9%; HepG2 tox: -3%; A549 viability: -1%

What do the screens show for `Cc1ccc(Cl)cc1-n1nnc(-c2nsc(NC(=O)c3ccccc3Cl)n2)c1C`?
Abeta rescue: 18%; TGFb inhibitor: -6%; Nrf2 inh: inconclusive; Nrf2 ARE act: -0.2%; HepG2 tox: -33%; A549 viability: -4%

What do the screens show for `COc1ccc(OCC(=O)Nc2ccc(S(=O)(=O)N(C)c3ccccc3)cc2)cc1`?
Abeta rescue: 9%; CCT modulator: -3.5; Akt phos inh: inactive; TGFb inhibitor: 14%; Nrf2 inh: 2%; Nrf2 ARE act: 0.1%; HepG2 tox: 0%; Mm-Cpn inhibitor: 1%; A549 viability: -3%

Reprinted from the part before: two compounds; new compounds follow.
What do the screens show for `Cc1ccc(Cl)cc1-n1nnc(-c2nsc(NC(=O)c3ccccc3Cl)n2)c1C`?
Abeta rescue: 18%; TGFb inhibitor: -6%; Nrf2 inh: inconclusive; Nrf2 ARE act: -0.2%; HepG2 tox: -33%; A549 viability: -4%

What do the screens show for `COc1ccc(OCC(=O)Nc2ccc(S(=O)(=O)N(C)c3ccccc3)cc2)cc1`?
Abeta rescue: 9%; CCT modulator: -3.5; Akt phos inh: inactive; TGFb inhibitor: 14%; Nrf2 inh: 2%; Nrf2 ARE act: 0.1%; HepG2 tox: 0%; Mm-Cpn inhibitor: 1%; A549 viability: -3%

Results for CN(Cc1cnn(-c2ccc(F)cc2)c1)C(=O)[C@H]1O[C@@H](n2cnc3c(N)ncnc32)[C@H](O)[C@@H]1O ?
Abeta rescue: -17%; CCT modulator: -0.4; Akt phos inh: inactive; TGFb inhibitor: 5%; Nrf2 ARE act: 0.1%; HepG2 tox: -16%

What do the screens show for `O=C(COC(=O)c1ccccc1)c1ccc2c(c1)OCCO2`?
Abeta rescue: -11%; CCT modulator: -1.0; Akt phos inh: inactive; TGFb inhibitor: 8%; Nrf2 inh: 11%; Nrf2 ARE act: 0.2%; HepG2 tox: 5%; Mm-Cpn inhibitor: 1%; A549 viability: 0%

How did COC(=O)CN1C(=O)CSc2ccc(S(=O)(=O)Nc3ccccc3)cc21 do in these assays?
Abeta rescue: 12%; TGFb inhibitor: 1%; Nrf2 inh: -21%; Nrf2 ARE act: -0.3%; HepG2 tox: -13%; A549 viability: -1%

Results for C/C(=N/Nc1nc(-c2ccccc2F)nc2ccccc12)c1ccccc1O ?
Abeta rescue: -46%[inhibitor]; CCT modulator: -2.2; Akt phos inh: inactive; TGFb inhibitor: 13µM*; Nrf2 inh: inconclusive; Nrf2 ARE act: -0.4%; HepG2 tox: -102%; Mm-Cpn inhibitor: 0%; A549 viability: -10%

What do the screens show for `CCc1ccc(NC(=O)C(=O)NNC(=O)c2cccc(OC)c2)cc1`?
Abeta rescue: -14%; CCT modulator: -0.9; Akt phos inh: inactive; TGFb inhibitor: 7%; Nrf2 inh: -4%; Nrf2 ARE act: -0.1%; HepG2 tox: 4%; Mm-Cpn inhibitor: 0%; A549 viability: -2%

How did Cc1cc(C)nc(N=Nc2c(O)n(Cc3ccc(Cl)cc3)c3ccccc23)n1 do in these assays?
Abeta rescue: 2%; CCT modulator: -3.5; Akt phos inh: inactive; TGFb inhibitor: 0%; Nrf2 inh: -13%; Nrf2 ARE act: -0.7%; HepG2 tox: 2%; Mm-Cpn inhibitor: 1%; A549 viability: -14%

Results for COc1ccc(CN2CCC(N3CC(C)OC(C)C3)CC2)c(OC)c1OC (centres undefined) ?
Abeta rescue: -17%; CCT modulator: -0.9; Akt phos inh: inactive; TGFb inhibitor: -11%; Nrf2 inh: -2%; Nrf2 ARE act: -0.8%; HepG2 tox: 4%; Mm-Cpn inhibitor: -2%; A549 viability: -6%

Compounds as they come; any-hit rate near 4.3%.
